NTMT1 inh = NTMT1 methyltransferase inhibition. NTMT1 MTase-Glo SAH luminescence, purified enzyme. Potency, µM (titrated, usually from 114 µM), for inactives: at the highest dose activity change, negative = inhibition, actives largely listed as inhibitors. 59,000 compounds, 2.5% hits. AID 1645870;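 also: potency is read from the fitted curve at half-maximal effect; plate controls were DMSO vehicle for no effect and no enzyme for full effect; nearly all actives have a fitted effect of over 65% in size; many of its hits are not listed in these tables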
Target sequence (Q9BV86 whole entry, looked up): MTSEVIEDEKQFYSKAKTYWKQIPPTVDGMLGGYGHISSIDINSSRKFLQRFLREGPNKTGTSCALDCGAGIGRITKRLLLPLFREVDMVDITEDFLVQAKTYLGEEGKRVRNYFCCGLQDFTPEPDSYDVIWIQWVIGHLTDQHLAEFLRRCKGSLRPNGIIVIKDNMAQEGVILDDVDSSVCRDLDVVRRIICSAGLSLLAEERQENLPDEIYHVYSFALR
FH mod = Identification of activators of human fumarate hydratase by quantitative high-throughput screening | AID 1347055, 2019 | FH coupled MDH/diaphorase resazurin fluorescence, 15 min | Potency, µM (doses to about 79.9 µM), without a hit: at the top dose activity change, negative = inhibition, most hits filed as inhibitors | 54,000 compounds, 0.22% hits | Fumarate hydratase, mitochondrial (Homo sapiens), P07954; also: potency is read from the fitted curve at half-maximal effect; % is scaled to controls: 0 for no effect and ±100 for the full control effect; the screen sought activators but most active calls are inhibition curves; nearly all actives have a fitted effect of over 45% in size
PTAP-TSG101 blk = blocks PTAP binding to human TSG101, validation. Q99816. Fluorescence polarization, FITC-PTAP peptide/Tsg101, 20 min. Potency, µM (titrated, usually from 115 µM), inactives show at the highest dose activity change, negative = inhibition, hits mostly inhibitors. 44,000 tested, under 10 active; also: potency is read from the fitted curve at half-maximal effect; 0% is about no effect
Target sequence (Q99816 whole entry, looked up): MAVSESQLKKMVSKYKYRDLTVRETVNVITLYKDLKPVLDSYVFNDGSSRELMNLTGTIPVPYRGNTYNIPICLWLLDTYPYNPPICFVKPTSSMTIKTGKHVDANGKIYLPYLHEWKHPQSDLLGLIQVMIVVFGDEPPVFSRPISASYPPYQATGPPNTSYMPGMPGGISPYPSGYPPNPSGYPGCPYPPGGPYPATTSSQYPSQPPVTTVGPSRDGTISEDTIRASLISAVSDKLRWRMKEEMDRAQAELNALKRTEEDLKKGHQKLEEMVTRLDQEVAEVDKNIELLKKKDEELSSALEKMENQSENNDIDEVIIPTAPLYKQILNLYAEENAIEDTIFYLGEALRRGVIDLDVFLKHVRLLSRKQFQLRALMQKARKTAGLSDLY
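Fluorescence polarization binding of Tsg101 binding domain (10 uM final) to FITC-labeled PTAP-motif peptide (50 nM final) in HEPES pH 7.5/NaCl/Tween 20/EDTA/TCEP buffer; 20 min at r.t. Actives by curve class, <25 µM, efficacy <60% inhibition.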
p53null 39C kill = kills p53 null cells at the nonpermissive temperature. AID 904. Potency, µM (top dose mostly 46.1 µM), inactives show at the top dose activity, negative = cell killing, usual class: cytotoxic. H1299 p53-null (neo) cells, 39C, ATPlite viability, 24 h. 55,000 compounds, 0.97% hits;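 also: potency is read from the fitted curve at half-maximal effect; 0% = DMSO only and -100% = full killing by 100 µM tamoxifen; nearly all actives have a fitted effect of over 50% in size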
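Temperature-shift cytotoxicity format: compound titrations on p53-null or A138V-expressing H1299 cells held 24 hr at 39C, cell ATP then measured, AC50 from Hill model.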
B2AR arrestin ag = agonists recruiting beta-arrestin to human beta2-adrenergic receptor; AID 1347077; P07550; 44,000 tested, under 10 active; Potency, µM (top dose mostly 46.1 µM), inactives show at the top dose activation, usual class: activators; HTLA Tango cells, beta-arrestin recruitment, luciferase luminescence, 18 h;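 also: potency is read from the fitted curve at half-maximal effect; 0% = DMSO and full agonism = EC100 isoproterenol or metaproterenol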
Target sequence (P07550 whole entry, looked up): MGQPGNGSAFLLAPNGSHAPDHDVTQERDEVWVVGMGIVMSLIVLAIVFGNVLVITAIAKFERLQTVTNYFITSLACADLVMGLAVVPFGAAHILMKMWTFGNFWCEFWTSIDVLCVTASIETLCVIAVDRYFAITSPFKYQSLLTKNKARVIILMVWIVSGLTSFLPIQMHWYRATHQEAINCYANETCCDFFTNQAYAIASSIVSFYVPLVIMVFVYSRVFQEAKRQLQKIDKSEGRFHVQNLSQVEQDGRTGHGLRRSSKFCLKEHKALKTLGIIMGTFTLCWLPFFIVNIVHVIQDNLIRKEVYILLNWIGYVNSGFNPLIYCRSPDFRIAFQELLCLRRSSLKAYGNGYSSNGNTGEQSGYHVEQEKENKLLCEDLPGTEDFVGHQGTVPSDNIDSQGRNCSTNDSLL
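Tango cell line, 1% FBS DMEM; cpd titration up to 46 microM; 18 hr, 37 degrees C, 5% CO2. Luciferin/ATP substrate mix added, 15 min RT, luminescence. %Activity, CRC fitting, curve-class categorization.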
p53null 32C kill = selectivity test: cytotoxicity in p53 null cells, permissive temperature; H1299-neo p53 null cells, ATP luminescence, 24 h, 32C; Potency, µM (titrated, usually from 46.1 µM), for inactives: at the top dose activity change, negative = cytotoxicity, most hits filed as cytotoxic; 55,000 compounds, 0.62% hits; AID 903;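 also: potency is read from the fitted curve at half-maximal effect; 0% = DMSO only and -100% = full killing by 100 µM tamoxifen; nearly all actives have a fitted effect of over 55% in size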
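Cells lacking p53 (H1299-neo) are plated at 600 per well and allowed to settle overnight at 37C. Test compounds (up to 46 uM) are added and held 24 hours at 32C, then ATP is quantified by luminescence.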
GALK inhibitor = inhibitors of human galactokinase (GALK); P51570; AID 1347072; 44,000 tested, under 10 active; Potency, µM (titrated, usually from 57.5 µM), inactives show at the top dose activity, negative = inhibition, most hits filed as inhibitors; recombinant GALK, Kinase-Glo ATP luminescence, 1 h;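 also: plate controls were full GALK reaction for no effect and reaction lacking GALK for full effect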
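5 nM GALK; 35 uM ATP; 100 uM D-galactose; 20 mM HEPES pH 8.0, 5 mM MgCl2, 60 mM NaCl, 1 mM DTT, 0.01% BSA; 1 h RT; Kinase-Glo Plus luminescence.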
An asterisk follows results filed as active; ? = inconclusive; . = no result given; [ ] = remark or other dose. Calls follow the shape of the dose curve; as a rule, active = well fitted curve in the direction sought with a large enough effect; inconclusive = small, poorly fitted or top-dose-only effect, or another doubt; inactive = no such curve, though single readings can be large; an effect the other way counts as inactive or inconclusive. These rows are one share of the data; rates above refer to the full screens.

item	Compound	NTMT1 inh	FH mod	PTAP-TSG101 blk	p53null 39C kill	B2AR arrestin ag	p53null 32C kill	GALK inhibitor
1	Cc1ccccc1Cn1nnc2c(=O)[nH]c(C3CCN(C(=O)c4ccccc4)CC3)nc21	17%	-12%	-15%	3%	1%	-2%	4%
2	CCn1c2ccccc2c2nnc(N3CCN(c4cccc(C)c4C)CC3)nc21	-1%	2%	0%	31%[activator]	3%	19%	-9%
3	Cc1cccc(-c2noc(CN(C(C)C)S(=O)(=O)c3ccc(Br)cc3)n2)c1	-1%	-8%	1%	4%	-2%	-6%	3%
4	O=c1c(S(=O)(=O)c2ccccc2)cn(Cc2ccc(F)cc2)c2cc(N3CCCCC3)c(F)cc12	-2%	-29%	-1%	-2%	0%	-3%	-4%
5	Fc1ccc(Br)cc1C1C=C(c2ccc(Br)cc2)Nc2nnnn21 (stereo unspecified)	10%	5%	1%	4%	-2%	23%	-3%
6	CC(=O)c1cccc(NC(=O)Cn2c(=O)c(CNc3ccc(C)cc3)cc3cc4c(cc32)OCCO4)c1	-3%	-16%	-2%	?	0%	-8%	0%
7	COc1ccccc1NC(=O)N1CCN(c2nnc(C)c3c(C)n(-c4ccc(Cl)cc4)nc23)CC1	4%	-21%	0%	-5%	6%	1%	?
8	Cc1ccccc1Cn1c2ccccc2c2cnn(CC(=O)NC3CCCCCC3)c(=O)c21	-3%	2%	-3%	-19%	-4%	-10%	8%

Full records as entered above. Order of values: NTMT1 inh, FH mod, PTAP-TSG101 blk, p53null 39C kill, B2AR arrestin ag, p53null 32C kill, GALK inhibitor
Entry for `Cc1ccccc1Cn1nnc2c(=O)[nH]c(C3CCN(C(=O)c4ccccc4)CC3)nc21` = 17%, -12%, -15%, 3%, 1%, -2%, 4%
Entry for `O=c1c(S(=O)(=O)c2ccccc2)cn(Cc2ccc(F)cc2)c2cc(N3CCCCC3)c(F)cc12` = -2%, -29%, -1%, -2%, 0%, -3%, -4%
Entry for `Cc1ccccc1Cn1c2ccccc2c2cnn(CC(=O)NC3CCCCCC3)c(=O)c21` = -3%, 2%, -3%, -19%, -4%, -10%, 8%
Entry for `CCn1c2ccccc2c2nnc(N3CCN(c4cccc(C)c4C)CC3)nc21` = -1%, 2%, 0%, 31%[activator], 3%, 19%, -9%

Additional results follow.
item	Compound	NTMT1 inh	FH mod	PTAP-TSG101 blk	p53null 39C kill	B2AR arrestin ag	p53null 32C kill	GALK inhibitor
9	Cc1ccc(C)c(N2CCN(S(=O)(=O)c3ccc4[nH]c5c(c4c3)CCCCC5)CC2)c1	19%	?	2%	29%	0%	11%	3%
10	Brc1ccc(-n2nc(-c3ccccc3)c3cnc4cc5c(cc4c32)OCO5)cc1	-4%	-6%	1%	17%	1%	6%	4%
11	COc1cccc(C(=O)NCC(=O)OCc2cc(=O)n3nc(C)sc3n2)c1	4%	-20%	3%	-5%	-1%	2%	-2%
12	COc1ccc(OC)c2sc(N3CCN(C(=O)C(C)(C)C)CC3)nc12	-11%	-3%	0%	11µM*	-3%	13µM*	-2%
13	Cc1ccc2oc(C(=O)Nc3ccc(S(=O)(=O)N4CCCC(C)C4)cc3)cc(=O)c2c1 (stereo unspecified)	18%	-2%	-3%	16%	0%	0%	8%
14	COc1ccc(CNC(=O)CN(c2ccc(C(C)C)cc2)S(=O)(=O)c2c(C)nn(C)c2C)cc1	2%	2%	-4%	0%	0%	2%	-11%
15	COc1cc(Nc2nc(SCc3ccccc3F)nc3ccccc23)cc(OC)c1	23%	?	0%	9%	1%	-11%	-1%
16	CCc1ccc(-c2cc(C)no2)cc1S(=O)(=O)Nc1cc(OC)c(OC)c(OC)c1	-4%	-21%	-5%	-5%	-1%	-3%	-2%

Going on with the list.
item	Compound	NTMT1 inh	FH mod	PTAP-TSG101 blk	p53null 39C kill	B2AR arrestin ag	p53null 32C kill	GALK inhibitor
17	CCOc1ccc(CNC(=O)c2ccc3c(c2)N(Cc2ccccc2)CCS3)cc1	17%	-17%	0%	7%	0%	6%	-1%
18	COc1ccc(OC)c(NC(=O)CN2C(=O)c3ccccc3Sc3ccc(C(=O)N4CCCC4)cc32)c1	-4%	-9%	-1%	6%	0%	31%[activator]	0%
19	CC1CCC(NC(=O)Cn2ncc3c4ccccc4n(Cc4ccc(F)cc4)c3c2=O)CC1 (stereo unspecified)	-3%	8%	1%	-26%	-4%	-7%	-3%
20	CCOC(=O)Cn1c(=O)oc2cc(S(=O)(=O)N3CCN(c4ccc(F)cc4)CC3)ccc21	-9%	-18%	3%	-16%	1%	-13%	8%
21	CCc1ccccc1NC(=O)Cc1cn(C)c2ccccc12	-5%	-3%	1%	9%	-2%	-2%	0%
22	Cc1ccc(Cc2nc3ccccc3nc2SCC(=O)N2CCCCC2C)cc1 (stereo unspecified)	-3%	-18%	-1%	39%[activator]	0%	63%[activator]	0%
23	CCOC(=O)c1c(C)n(-c2ccccc2)c2ccc(OC(=O)c3cccc(C)c3)cc12	12%	-6%	-1%	-1%	1%	6%	-2%
24	COc1ccc(-n2c(C)c(C(C)=O)c3cc(OC(=O)c4ccc(C)cc4)ccc32)cc1	15%	-19%	4%	31%[activator]	0%	13%	-18%

(next part)
| cpd | Compound | NTMT1 inh | FH mod | PTAP-TSG101 blk | p53null 39C kill | B2AR arrestin ag | p53null 32C kill | GALK inhibitor |
| --- | --- | --- | --- | --- | --- | --- | --- | --- |
| 25 | COc1ccccc1C(=O)c1cn(CC(=O)Nc2ccccc2F)c2nc(C)ccc2c1=O | 1% | 4% | -4% | -16% | -1% | -8% | 2% |
| 26 | CCNC(=O)CCCN1C(=O)CCn2nc(-c3cccn3C)cc21 | 15% | 0% | -8% | -8% | -1% | -1% | -1% |
| 27 | Cc1ccc(NC(=O)c2oc3ccc4c(c3c2C)C(=O)CC(C)(C)O4)c(C)c1 | 2% | -4% | -2% | -6% | -1% | -16% | 1% |
| 28 | Cc1ccc(N(C)S(=O)(=O)c2nnc(NC(=O)C3CCCCC3)s2)cc1 | 11% | -4% | 2% | -24% | 0% | 7% | 4% |
| 29 | O=C(Nc1c(C(=O)N2CCN(c3ccccc3)CC2)oc2ccccc12)c1ccc(Br)o1 | -1% | -16% | -1% | 0% | 0% | 20% | -10% |
| 30 | Cc1cc(C)c2c(n1)sc1c(=O)n(-c3cc(Cl)ccc3C)nnc12 | -2% | -10% | -2% | -22% | -2% | 0% | -3% |
| 31 | CCOc1ccc(NC(=O)CSc2nnc(CNC(=O)c3c(F)cccc3Cl)o2)cc1 | 1% | 2% | -6% | 23% | -2% | -2% | 4% |
| 32 | CCOc1ccc(CCNC(=O)C2CCN(Cc3nc(-c4ccc(OC)c(OC)c4)oc3C)CC2)cc1OCC | 1% | -6% | -5% | -29% | 0% | -10% | 0% |
| 33 | CCC(=O)N1CCc2cc(Br)cc(S(=O)(=O)N3CCN(c4cc(C)ccc4C)CC3)c21 | 4% | -2% | 3% | 7% | 0% | 4% | 0% |
| 34 | COc1ccc(CC(=O)NCCc2sc(-c3ccc(Cl)cc3)nc2C)cc1OC | -7% | 8% | -6% | 2% | 0% | -9% | -2% |
| 35 | CC(C)CSc1nnc(-c2ccccc2)c(-c2ccccc2)n1 | ? | -5% | -2% | 16% | 9% | 2% | 1% |
| 36 | Cc1c(Cl)cccc1NC(=O)Cn1cnc2nc3c(cc2c1=O)CCCC3 | ? | 3% | 0% | 23% | 3% | -7% | 2% |

Additional compounds:
| cpd | Compound | NTMT1 inh | FH mod | PTAP-TSG101 blk | p53null 39C kill | B2AR arrestin ag | p53null 32C kill | GALK inhibitor |
| --- | --- | --- | --- | --- | --- | --- | --- | --- |
| 37 | COc1cc(NC(=O)Cn2nc(C(F)(F)F)c3c2CCCC3)c(OC)cc1Cl | -5% | 3% | -3% | -24% | 0% | -8% | 6% |
| 38 | CCOc1ccc(NC(=O)c2c(NC(=O)c3ccccc3Br)sc3c2CCC(C)C3)cc1 (stereo unspecified) | ? | -18% | -4% | -2% | 0% | -2% | -2% |
| 39 | CCOC(=O)CC(NS(=O)(=O)c1ccc2[nH]c3c(c2c1)CCCC3)c1ccccc1Cl (stereo unspecified) | ? | ? | -2% | 19% | -2% | 78%[activator] | 1% |
| 40 | CCOC(=O)c1ccc(NC(=O)CSc2nnc(CNC(=O)c3ccc(OC)cc3)n2CC)cc1 | 79µM* | -3% | -4% | ? | 1% | -9% | -2% |
| 41 | COc1cc(C(CC(=O)NCc2ccccc2)N2Cc3ccccc3C2=O)cc(OC)c1OC (stereo unspecified) | -19% | -16% | 0% | -8% | 0% | 5% | 1% |
| 42 | CCOc1ccc(CNC(=O)c2nn(-c3ccc(OC)cc3)c(=O)c3c2c2ccccc2n3C)cc1 | 20% | -15% | 2% | ? | -2% | 4% | 9% |
| 43 | CCOC(=O)c1c(NC(=O)CSc2cn(CCNC(=O)c3ccc(OC)c(OC)c3)c3ccccc23)sc2c1CCC2 | 2% | ? | -2% | . | -2% | . | -1% |
| 44 | COc1ccc(NS(=O)(=O)c2ccc(N3CCCCS3(=O)=O)cc2)cc1Cl | 7% | -13% | 0% | 6% | 0% | 4% | -1% |
| 45 | Fc1ccccc1C1=NC(c2ccc(C(F)(F)F)cc2)=Nc2ccccc2N1 | 8% | -5% | -2% | -20% | -2% | 6% | -5% |
| 46 | Cc1nn(-c2ccc(N3CCOCC3)nn2)c(C)c1CCC(=O)NCc1ccc(Cl)cc1 | -5% | 15% | 1% | -8% | 4% | -9% | 0% |
| 47 | CCN(CCCNC(=O)CN1N=C(c2ccc(OC)cc2)CCC1=O)c1cccc(C)c1 | ? | -13% | -6% | 28% | 2% | -11% | 0% |
| 48 | O=C(C1CCN(c2ncnc3c2nc2n3CCCCC2)CC1)N1CCN(c2ccccc2F)CC1 | -20% | -1% | -4% | -13% | 0% | -5% | 2% |
| 49 | COc1ccccc1C1C=C(c2ccc(C(C)C)cc2)Nc2nnnn21 (stereo unspecified) | -8% | -8% | 0% | 14% | 8% | 26% | 1% |
| 50 | CCC1CN(C(=O)C2CCN(S(=O)(=O)c3c(C)noc3/C=C/c3ccc(C)cc3)CC2)c2cc(C)ccc2O1 (stereo unspecified) | 5% | -5% | 1% | -2% | -1% | 0% | -4% |
| 51 | COc1ccccc1C(=O)Nc1nnc(S(=O)(=O)N2CCCCC2)s1 | 12% | -6% | 0% | -15% | 1% | 6% | 1% |

Among those listed so far, these contain a CF3 group.
| cpd | Compound | NTMT1 inh | FH mod | PTAP-TSG101 blk | p53null 39C kill | B2AR arrestin ag | p53null 32C kill | GALK inhibitor |
| --- | --- | --- | --- | --- | --- | --- | --- | --- |
| 37 | COc1cc(NC(=O)Cn2nc(C(F)(F)F)c3c2CCCC3)c(OC)cc1Cl | -5% | 3% | -3% | -24% | 0% | -8% | 6% |
| 45 | Fc1ccccc1C1=NC(c2ccc(C(F)(F)F)cc2)=Nc2ccccc2N1 | 8% | -5% | -2% | -20% | -2% | 6% | -5% |

High-throughput results as filed in PubChem BioAssay.
